# Mdm2 MdmX PPI: inhibitors of human Mdm2-MdmX association, primary screen, cell-based, luminescence, split luciferase, SaOS-2, uHTS; AID 485346, 2010; inhibition, % at 8 µM; Protein Mdm4 (Homo sapiens) + E3 ubiquitin-protein ligase Mdm2 (Homo sapiens), …; SaOS-2 split-luciferase Mdm2/MdmX complementation; 3% of 330,000 active;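 active = inhibition of at least 50% at 8 µM in the primary screen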
# Target sequence (O15151 whole entry, looked up): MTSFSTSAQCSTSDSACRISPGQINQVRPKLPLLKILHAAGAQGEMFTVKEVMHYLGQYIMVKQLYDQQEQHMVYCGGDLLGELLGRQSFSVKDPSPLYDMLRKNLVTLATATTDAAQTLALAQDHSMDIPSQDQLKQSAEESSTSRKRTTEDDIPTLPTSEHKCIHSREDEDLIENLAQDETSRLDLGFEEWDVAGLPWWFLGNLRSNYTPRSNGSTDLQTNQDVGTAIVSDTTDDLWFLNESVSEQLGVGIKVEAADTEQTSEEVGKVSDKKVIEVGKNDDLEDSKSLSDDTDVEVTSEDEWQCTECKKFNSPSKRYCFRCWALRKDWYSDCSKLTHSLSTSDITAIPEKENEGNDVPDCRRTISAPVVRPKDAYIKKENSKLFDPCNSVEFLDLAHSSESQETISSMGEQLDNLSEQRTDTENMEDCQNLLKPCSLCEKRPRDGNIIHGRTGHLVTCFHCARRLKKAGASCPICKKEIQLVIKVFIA
# Target sequence (Q00987 whole entry, looked up): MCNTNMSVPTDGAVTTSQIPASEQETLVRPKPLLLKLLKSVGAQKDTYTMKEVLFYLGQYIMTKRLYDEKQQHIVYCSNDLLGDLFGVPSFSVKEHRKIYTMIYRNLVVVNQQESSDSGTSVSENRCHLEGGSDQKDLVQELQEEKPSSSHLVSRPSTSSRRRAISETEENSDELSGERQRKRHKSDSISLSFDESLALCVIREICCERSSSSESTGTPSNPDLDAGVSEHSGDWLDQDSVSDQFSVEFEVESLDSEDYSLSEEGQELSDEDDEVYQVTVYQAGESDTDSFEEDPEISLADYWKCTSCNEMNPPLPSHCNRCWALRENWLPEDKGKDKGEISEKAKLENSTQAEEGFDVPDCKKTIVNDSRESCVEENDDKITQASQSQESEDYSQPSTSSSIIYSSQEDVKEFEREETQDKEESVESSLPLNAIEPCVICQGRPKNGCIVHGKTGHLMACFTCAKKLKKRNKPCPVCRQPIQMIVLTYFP
# CXCR6 inh: CXCR6 receptor inhibitors, primary screen, cell-based, beta-arrestin, luminescence, CHO-K1 PathHunter, 1536-well | C-X-C chemokine receptor type 6 (Homo sapiens), O00574 | inhibition, % at 20 µM | 0.36% of 360,000 active | AID 602244, 2012; in the data active = inhibition above about 34%, passing the limit was not always enough;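 note: antagonist mode with CXCL16 agonist at 10 nM final; 0% = 10 nM CXCL16 with DMSO and 100% = unstimulated wells without agonist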
# APJ antagonist: antagonists of human apelin receptor APJ, primary screen, CHO-K1 cells, beta-arrestin complementation, luminescence; P35414; inhibition, % at 20 µM; 0.32% of 330,000 active;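 active = inhibition above about 40% at 20 µM, limit read from the data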;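 note: cells challenged with 10 nM apelin-13 agonist together with compound; plate controls were apelin-13 plus DMSO wells for no effect and DMSO wells lacking apelin-13 for full effect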
# XBP1 UPR activ: activators of adaptive XBP1 UPR arm, primary screen, cell-based, CHO-XBP1 luciferase reporter, luminescence, uHTS. IRE1-XBP1 UPR activation; percent of tunicamycin response, DMSO as zero. activation, % at 20 µM. 0.33% of 330,000 active;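 active = versus positive control, 20 µM dose yields 30% or more activation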;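 note: 100% = tunicamycin at 10 µg/mL and 0% = DMSO only wells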
#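 Assay system: IRE1-XBP1 luciferase reporter CHO line. Input: 1000 cells/well. Buffer or medium: F12 with 10% serum. Doses: 20 µM, 1% DMSO. Times: overnight seeding at 37 °C, 6 h compound treatment at 37 °C. Technique: Steady-Glo luciferase glow luminescence, 10 min after reagent addition.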
# tim23-1 inh: growth inhibitors of tim23-1 mutant yeast, primary screen, luminescence, uHTS. S. cerevisiae tim23-1 growth, BacTiter-Glo luminescence, 24 h. inhibition, % at 20 µM. 1.3% of 330,000 active;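 active = growth inhibition of the mutant yeast at or above 50%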;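 note: temperature-sensitive mutant grown at 25 °C; plate controls were DMSO-treated mutant yeast for no effect and medium wells lacking yeast for full effect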
# tim10-1 inh: growth inhibitors of tim10-1 mutant yeast, primary screen, luminescence, uHTS; S. cerevisiae tim10-1 ts strain growth, BacTiter-Glo, 24 h; inhibition, % at 20 µM; 2.2% of 330,000 active; AID 463190, 2010;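 active = inhibition of at least 40%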;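 note: mutant grown at 25 °C; 0% = DMSO wells with yeast and 100% = wells holding no yeast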
# TIM10 inh: growth inhibitors of isogenic TIM10 control yeast, primary screen, counter-screen for tim10-1 yeast inhibitor project, luminescence, uHTS; S. cerevisiae TIM10 strain growth, BacTiter-Glo luminescence, 24 h; inhibition, % at 10 µM; 1.4% of 330,000 active; AID 463195, 2010;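 active = inhibition of 40% or more at the single tested concentration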;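 note: wild-type TIM10 isogenic control strain grown at permissive 25 °C; 0% = DMSO yeast wells and 100% = minimal medium wells without yeast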
# APJ agonist: agonists of human apelin receptor APJ, primary screen, CHO-K1 cells, PathHunter beta-arrestin, luminescence. P35414. 0% DMSO wells, 100% apelin. activation, % at 20 µM. 0.11% of 330,000 active. AID 2520, 2010;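 active = activation more than six SD over the plate average, tested at 20 µM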;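 note: 0% = DMSO alone and 100% = apelin-13 at 10 nM; some results filed as inactive read as strong as hits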
#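 Incubation: overnight seeding, 90 min compound at 25 °C, 1 h detection; test system: PathHunter CHO-K1 APJ (AGTRL-1) beta-arrestin reporter cells; amount: 1000 cells/well; doses: one dose, 20 µM compound, 1% DMSO; measured by: beta-gal luminescence; measure: agonist-driven arrestin binding to APJ; benchmarks: negative DMSO alone, positive Apelin-13 at 10 nM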
# UPR CHOP act: activators of apoptotic CHOP UPR arm, primary screen, cell-based, CHO-CHOP luciferase reporter, luminescence, uHTS; UPR activation; percent of tunicamycin response over DMSO baseline; activation, % at 10 µM; 0.34% of 330,000 active;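 active = at 10 µM dose, activation of 40% or more, normalized to positive control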;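 note: 100% = tunicamycin at 10 µg/mL and 0% = DMSO alone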
#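 Assay system: CHO cells with stable CHOP pathway luciferase reporter; Buffer or medium: F12 plus 10% serum; Times: 16-18 h cell attachment, then 6 h compound exposure, 37 °C; Signal: luciferase luminescence; Read-out basis: percent activation relative to tunicamycin control; Control set: tunicamycin high control, DMSO low control.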
# Starred values were filed as active, the others as inactive.
# Order of values: Mdm2 MdmX PPI	CXCR6 inh	APJ antagonist	XBP1 UPR activ	tim23-1 inh	tim10-1 inh	TIM10 inh	APJ agonist	UPR CHOP act
CC(=O)C1=C(O)C(=O)N(C2CCCCC2)C1c1ccccc1 (stereo not given)
    3	4	8	0	12	-5	1	-2	1.6
COc1ccc(C2C(C#N)=C(N)OC3=C2C(=O)CC(C)(C)C3)c([N+](=O)[O-])c1OC (stereo not given)
    17	-1	-5	1	17	10	-10	12	-1.4
CCc1cc(=O)oc2c(CNCc3ccc(OC)cc3OC)c(O)c(Cl)cc12
    9	-1	1	4	15	2	6	-2	2.7
CCCCS(=O)c1snnc1C (stereo not given)
    21	-5	-1	1	-7	4	11	-3	0.2
O=c1c2cc(NC(=S)N3CCCCCC3)ccc2nc2n1CCCCC2
    10	-7	0	-1	24	-3	-13	-2	-1.0
CCOC(=O)c1ccc(OC)c(OC)c1Cl
    -16	2	0	1	19	-13	-18	3	-0.4
CCn1c(O)c(C(C#N)=C2N=c3ccccc3=N2)c2ccccc21
    -7	4	-72	34*	22	17	16	9	-2.0
Cc1cccc(NC(=O)NC(C)C(c2ccccc2)N2CCN(C)CC2)c1 (stereo not given)
    15	3	-11	0	9	-6	-13	-3	-0.6
CCCCN=C1N/C(=C\c2ccco2)C(=O)N1c1ccccc1
    6	0	-9	-9	24	28	-2	-2	3.0
CC1(C)C2CCC1(C)C(OCCNCCOC(=O)Nc1ccccc1)C2 (stereo not given)
    5	3	-3	1	35	7	3	-3	-1.4
O=C(NCc1cccs1)C1CCCN(S(=O)(=O)c2cnc[nH]2)C1 (stereo not given)
    17	0	4	-4	-13	7	7	-1	1.1
O=C(Cn1ccc(NC(=O)OCc2ccccc2)nc1=O)NCc1ccccn1
    -25	-3	-3	-2	5	3	-3	-3	1.0
CC(C)NC(=O)N(C)C[C@@H]1Oc2ccc(NC(=O)Nc3ccc(C(F)(F)F)cc3)cc2CC(=O)N([C@H](C)CO)C[C@@H]1C
    8	0	3	-1	13	13	7	0	-0.7
COc1ccccc1C1CCN(Cc2ccc3ccccc3c2)CC1
    -9	-6	17	1	14	10	17	-3	1.6
Cc1ccc(-c2nnc(SC(C)C(=O)NCC3CCCO3)nc2-c2ccc(C)cc2)cc1 (stereo not given)
    5	5	7	-2	36	26	28	-3	-0.5
CCOc1cc(-c2noc(CCC(=O)Nc3cccnc3)n2)ccc1OC
    6	-4	12	1	19	9	7	0	0.5
COC(=O)c1sccc1NC(=O)Nc1cccc(Cl)c1Cl
    18	-5	-2	3	17	19	22	1	0.5
O=C(COc1ccccc1[N+](=O)[O-])NCCC1=CCCCC1
    11	0	19	1	31	-13	-1	-3	1.1
CCNC(=O)C1=C(O)c2sccc2N(C)S1(=O)=O
    8	4	8	-2	2	0	12	-2	-0.4
CCN(CC(=O)Nc1cc(Cl)ccc1C)C(=O)C1CCCCC1
    1	3	4	-4	2	21	18	-3	1.4
COc1ccc(Cl)cc1NC(=O)N1CCN(S(C)(=O)=O)CC1
    -11	-7	11	-2	2	0	8	-2	0.7
Cc1cc(C(=O)COc2ccccc2C(N)=O)c(C)n1C
    14	-5	7	0	-18	-28	-15	-2	0.0
COc1cc(C(=O)NC(c2ccccc2)c2ccccc2)cc(OC)c1C
    9	-8	8	-2	-20	-5	-10	9	2.8
CCCCn1c(SCC(=O)NCc2ccccc2)nc2ccc(N3CCOCC3)cc2c1=O
    2	-9	-17	1	25	21	16	9	-1.5
COc1ccc(CNC(=O)COC(=O)c2n[nH]c3ccccc23)cc1OC
    10	5	2	-1	1	18	2	3	-1.5
Nc1nc(SCC(=O)NCc2ccco2)[nH]c(=O)c1-c1ccccc1
    -6	-2	10	-1	18	8	22	8	-0.5
Cc1ccc(C(=O)NCc2ccco2)cc1S(=O)(=O)N1CCCCC1
    13	4	5	-2	10	24	-4	-7	0.0
Cc1cc(C)nc(NS(=O)(=O)c2ccc(N/C=C\C(=O)c3cccs3)cc2)n1
    4	1	-2	-1	13	17	-1	-1	0.2
C=CCN(c1ccccc1)S(=O)(=O)c1cccc(C(=O)N(CC)CC(=O)Nc2c(F)cccc2F)c1
    18	-3	13	-6	10	15	4	3	-1.1
COc1ccc(CCCC(=O)Nc2ccc(F)cc2)cc1
    -5	-2	-6	-3	19	-1	10	-2	0.9
CCc1nc2ccccc2n1Cc1ccccc1OC
    6	1	9	-2	22	24	9	0	-1.9
O=S(=O)(CCN1CCSCC1)c1ccc(Cl)cc1
    -29	8	-17	0	21	-5	-11	0	-0.3
CCc1nc(N2CCN(C(=S)NCCCOC)CC2)c2c3c(sc2n1)CCCC3
    -9	10	1	-4	27	7	24	0	0.7
Cc1ccc(OCc2cc(C(=O)N(C)CCn3ccnc3C)no2)cc1C
    2	2	2	-1	14	1	-5	5	3.5
O=C(CCc1cn2ccccc2n1)NC1CCCc2c1cnn2-c1ccccc1F (stereo not given)
    11	-3	-5	-4	-11	-10	-10	2	-2.1
CC(NC(=O)c1ccc(S(=O)(=O)N(C)C)cc1)c1ccccc1 (stereo not given)
    7	-3	-1	-1	6	12	-1	-1	3.0
N#Cc1cc(-c2ccccc2)nnc1Oc1ccccc1Cl
    36	0	3	4	2	1	-11	1	0.4
CCSC1=NC(C)(C)C=C(/C=C/c2ccc(Cl)cc2Cl)N1
    23	20	12	-1	36	34	4	-8	5.2
CC(C)[C@H](NC(=O)c1ccccc1)C(=O)NC1CCCCCCC1
    14	10	-1	0	-1	2	6	-3	-0.5
COc1ccc(S(=O)(=O)NNc2nc(C)cc(C)n2)cc1Br
    17	21	54*	-2	14	-3	-5	-18	0.5
CCOc1ccc(CC(=O)NNC(=S)Nc2ccccc2)cc1Br
    -8	13	33	0	22	4	24	-6	0.9
O=C(CCc1nc2ccccc2s1)N1CCN(c2ccccc2)CC1
    3	10	-12	8	19	11	-3	-4	-1.0
CCOC(=O)CN1C(=O)C(=O)c2cc(C)ccc21
    14	2	-1	2	6	4	-1	-4	-1.2
CCOC(=O)Nc1ccc(C(=O)Oc2ccccc2)c(O)c1
    11	-1	0	2	57*	19	20	-3	4.9
N#Cc1c2c(c(Nc3ccccc3)n3c1nc1ccccc13)CCC2
    20	2	-16	-2	24	23	27	5	0.1
CCCSc1ccc([C@@H]2[C@H]3C(=O)N(CC)C(=O)[C@H]3[C@]3(C(=O)OC)CCCN23)cc1OC
    11	4	15	1	16	9	-2	-5	-0.7
CC1CN2C(c3ccc(Cl)cc3)=CSC2=N1 (stereo not given)
    -4	1	12	-4	13	3	-9	-3	-0.1
Cc1ccc(-c2nc(=O)[nH]c3ccccc23)cc1
    -2	4	28	-1	15	10	17	-3	1.8
COC1=CC(=O)c2ccccc2C1=O
    51*	-24	1	-2	78*	38	25	-1	3.3
COCCCn1c(SCC(=O)N2CCOCC2)nc2cc(Cl)ccc2c1=O
    -3	11	11	-1	7	17	-8	0	-0.5
N#C/C(=C(/O)c1ccc2c(c1)OCO2)c1nc2cc(C(F)(F)F)ccc2s1
    22	-15	-3	-4	0	-1	14	1	0.5
Cc1ccc(-n2c3c(c(=O)[nH]c2=O)C(NS(=O)(=O)c2ccc(Cl)cc2)(C(F)(F)F)C(=O)N3)cc1 (stereo not given)
    -28	-4	9	-3	1	10	-5	-1	-1.6
Cc1cccc(-n2ncc3c(N(C)C4CCCCC4)ncnc32)c1
    90*	-4	-4	-8	26	1	-14	-3	-9.5
CCOC(=O)CSc1nnc(CNC(=O)Cc2ccccc2)n1-c1ccccc1OC
    15	-1	-22	1	8	1	7	-4	-0.3
CCn1cnc2cc(NCc3ccccc3Cl)ccc21
    -14	-3	14	3	-4	7	1	-3	0.2
CC(C)c1nc(N2CCCC2)c(C#N)c2c1CCCC2
    14	-8	11	-1	1	-8	-14	-4	4.4
CC(NC(=O)COC(=O)CNC(=O)C1CCCCC1)c1ccccc1 (stereo not given)
    14	10	12	-1	-20	-12	-10	-2	-0.5

# Molecules listed so far containing a Cl atom, in the order listed:
# Order of values: Mdm2 MdmX PPI	CXCR6 inh	APJ antagonist	XBP1 UPR activ	tim23-1 inh	tim10-1 inh	TIM10 inh	APJ agonist	UPR CHOP act
CCc1cc(=O)oc2c(CNCc3ccc(OC)cc3OC)c(O)c(Cl)cc12
    9	-1	1	4	15	2	6	-2	2.7
CCOC(=O)c1ccc(OC)c(OC)c1Cl
    -16	2	0	1	19	-13	-18	3	-0.4
COC(=O)c1sccc1NC(=O)Nc1cccc(Cl)c1Cl
    18	-5	-2	3	17	19	22	1	0.5
CCN(CC(=O)Nc1cc(Cl)ccc1C)C(=O)C1CCCCC1
    1	3	4	-4	2	21	18	-3	1.4
COc1ccc(Cl)cc1NC(=O)N1CCN(S(C)(=O)=O)CC1
    -11	-7	11	-2	2	0	8	-2	0.7
O=S(=O)(CCN1CCSCC1)c1ccc(Cl)cc1
    -29	8	-17	0	21	-5	-11	0	-0.3
N#Cc1cc(-c2ccccc2)nnc1Oc1ccccc1Cl
    36	0	3	4	2	1	-11	1	0.4
CCSC1=NC(C)(C)C=C(/C=C/c2ccc(Cl)cc2Cl)N1
    23	20	12	-1	36	34	4	-8	5.2
CC1CN2C(c3ccc(Cl)cc3)=CSC2=N1 (stereo not given)
    -4	1	12	-4	13	3	-9	-3	-0.1
COCCCn1c(SCC(=O)N2CCOCC2)nc2cc(Cl)ccc2c1=O
    -3	11	11	-1	7	17	-8	0	-0.5
Cc1ccc(-n2c3c(c(=O)[nH]c2=O)C(NS(=O)(=O)c2ccc(Cl)cc2)(C(F)(F)F)C(=O)N3)cc1 (stereo not given)
    -28	-4	9	-3	1	10	-5	-1	-1.6
CCn1cnc2cc(NCc3ccccc3Cl)ccc21
    -14	-3	14	3	-4	7	1	-3	0.2

# Not all compounds are listed (hit frequency here may not be typical).
